# NPR2 activator = human GC-B receptor activators, primary screen, HEK293 GC-B cells, cGMP TR-FRET, EC30 CNP | Atrial natriuretic peptide receptor 2 (Homo sapiens), P20594 | activation, % at 10 µM | 0% at EC30 CNP, 100% saturating CNP | actives 0.11% (n = 370,000);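 active means activation at 10 µM reaching about 35% in either raw or pattern-adjusted values, limit read from the data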
# Target sequence (P20594 whole entry, looked up): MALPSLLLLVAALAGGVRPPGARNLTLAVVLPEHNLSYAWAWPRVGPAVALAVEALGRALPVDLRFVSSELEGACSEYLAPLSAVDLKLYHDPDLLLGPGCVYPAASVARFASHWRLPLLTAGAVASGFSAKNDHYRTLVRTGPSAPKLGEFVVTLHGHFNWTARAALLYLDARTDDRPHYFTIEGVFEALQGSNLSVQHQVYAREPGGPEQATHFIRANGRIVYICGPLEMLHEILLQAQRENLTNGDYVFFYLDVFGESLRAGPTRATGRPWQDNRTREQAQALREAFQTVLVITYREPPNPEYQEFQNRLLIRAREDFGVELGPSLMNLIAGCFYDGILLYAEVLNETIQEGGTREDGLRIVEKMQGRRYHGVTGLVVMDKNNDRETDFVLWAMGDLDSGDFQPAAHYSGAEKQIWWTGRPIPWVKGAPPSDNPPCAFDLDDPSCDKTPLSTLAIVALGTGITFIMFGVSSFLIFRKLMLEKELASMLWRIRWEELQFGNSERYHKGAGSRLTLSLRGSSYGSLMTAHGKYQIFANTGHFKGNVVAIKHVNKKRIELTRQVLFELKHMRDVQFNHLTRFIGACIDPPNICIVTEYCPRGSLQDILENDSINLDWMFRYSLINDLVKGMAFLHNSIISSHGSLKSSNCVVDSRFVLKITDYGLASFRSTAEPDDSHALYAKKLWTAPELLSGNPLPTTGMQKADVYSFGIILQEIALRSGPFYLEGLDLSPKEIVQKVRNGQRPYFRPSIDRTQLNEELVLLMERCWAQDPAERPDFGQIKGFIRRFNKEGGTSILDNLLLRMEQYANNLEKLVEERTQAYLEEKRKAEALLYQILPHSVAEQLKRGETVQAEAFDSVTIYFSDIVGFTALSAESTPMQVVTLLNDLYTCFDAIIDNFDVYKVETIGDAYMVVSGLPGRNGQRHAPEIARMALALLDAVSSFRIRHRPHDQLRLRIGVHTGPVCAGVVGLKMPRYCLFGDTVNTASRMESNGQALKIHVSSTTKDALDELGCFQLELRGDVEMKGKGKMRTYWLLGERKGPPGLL
# UHRF1 binding = UHRF1 methylated DNA binding inhibitors, primary screen, counter-screen for MBD2 inhibitor project, biochemical, TR-FRET, human UHRF1, single concentration; E3 ubiquitin-protein ligase UHRF1 (Homo sapiens), Q96T88; UHRF1 binding to methylated oligo; inhibition, % at 4.4 µM; actives 0.75% (n = 370,000); AID 687016, 2013; in the data active means inhibition above about 21%;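 further: UHRF1 SRA domain binding a hemimethylated CpG hairpin DNA probe; 0% = median of test compound wells and 100% = reference inhibitor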
# mABHD4 FP = ABHD4 inhibitors, primary screen, biochemical, fluorescence polarization, mouse; purified mABHD4, FP-Rh probe fluorescence polarization; inhibition, % at 8.92 µM; actives 0.54% (n = 370,000);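 active means inhibition exceeding the mean over every tested compound plus 3 SD, cut at about 30% in these data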;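 further: 0% = plate median of compound wells and 100% = S159A mutant with DMSO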
#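 Assay system: wild-type mouse ABHD4 protein; compound: single nominal dose of 8.92 µM, 0.89% DMSO final; schedule: 45 min + 60 min at 25 °C; measured by: FP readout, ex 525 nm / em 598 nm; evaluation: % inhibition of FP-Rh probe binding versus controls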
# SIAE primary = human SIAE inhibitors, primary screen, biochemical, fluorescence polarization, FP-Rh probe, 1536-well HTS; Sialate O-acetylesterase (Homo sapiens), Q9HAT2; SIAE FP-Rh probe binding; inhibition, % at 9.66 µM; actives 0.69% (n = 370,000); AID 1053197, 2014;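 active means inhibition above a cutoff: mean of compounds within the control limits plus 3 SD of those, cut at about 17% in these data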;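 further: 0% = plate median of compound wells and 100% = probe without SIAE protein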
# HTRA1 inh = HTRA1 serine protease inhibitors, primary screen, biochemical, fluorescence polarization, HTS; Q92743; recombinant HTRA1, FP-rhodamine activity-based probe; inhibition, % at 5.96 µM; actives 0.5% (n = 340,000); AID 504803, 2011; in the data active means inhibition above about 36%;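 further: 0% = enzyme with DMSO and 100% = wells lacking enzyme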
# TCR-CD3 inh = inhibitors of human TCR-CD3 interaction, primary screen, biochemical, fluorescence, TAMRA-labeled TCR probe; inhibition, % at 9.4 µM; actives 0.37% (n = 360,000); in the data active means inhibition above about 19%;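 further: recombinant mutant TCR 2C K166C tagged with TAMRA read by polarization; 0% = receptor in buffer alone and 100% = receptor with positive control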
# NPR1 activator = GC-A stimulated cGMP production enhancers – HEK293 GC-A cells, cGMP TR-FRET, EC30 ANP, primary screen; Atrial natriuretic peptide receptor 1 (Homo sapiens), P16066; 0% at EC30 ANP, 100% saturating ANP; activation, % at 10 µM; actives 0.14% (n = 370,000); in the data active means activation above about 40%
# rCAG binder = binders of r(CAG) RNA repeats, primary screen, biochemical, fluorescence; actives 1.3% (n = 370,000); AID 651821, 2012; r(CAG) RNA repeat, TO-PRO-1 dye displacement fluorescence; inhibition, % at 3 µM;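 active means inhibition above the plate cutoff, the mean of all test compounds on that plate plus 3 SD, cut at about 35% in these data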;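 further: 0% = DMSO alone and 100% = 100 µM mitoxantrone as full dye displacement; higher means more dye released from RNA so lower well fluorescence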
# MBD2 DNA inh = inhibitors of MBD2 binding to methylated DNA, primary screen, biochemical, TR-FRET, DNA-binding domain, human. Methyl-CpG-binding domain protein 2 (Homo sapiens), Q9UBB5. MBD2 binding to methylated oligonucleotide. inhibition, % at 4.4 µM. actives 0.31% (n = 370,000); in the data active means inhibition above about 13%
# PRMT1 FP inh = PRMT1 methyltransferase inhibitors, primary screen, biochemical, fluorescence polarization; actives 1.3% (n = 370,000); inhibition, % at 2.79 µM; recombinant PRMT1, activity-based probe fluorescence polarization;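 active means inhibition above about 21% made by adding two undisclosed values, limit read from the data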
# The depositor's hits bear a star; . = not tested or not shown.
canonical_smiles,NPR2 activator,UHRF1 binding,mABHD4 FP,SIAE primary,HTRA1 inh,TCR-CD3 inh,NPR1 activator,rCAG binder,MBD2 DNA inh,PRMT1 FP inh
COc1ccc2cc(C3=CCCC3(C)C(=O)O)ccc2c1 (stereo not given),1,5,0,1,10,6,5,3,0,1
Cc1cc(C)n(C(=O)CNC(=O)c2ccccc2F)n1,1,1,8,-5,6,6,2,4,-2,0
Cc1c(Cl)cccc1NC(=O)CNc1cccc(C(F)(F)F)c1,6,0,-3,-4,-5,10,1,-4,-1,0
Cc1sccc1/C=N/NC(=O)c1cccc2ccccc12,-1,-5,4,-12,-3,-3,-3,2,0,-1
COc1cccc(N2CC(C(=O)Nc3nnc(SCc4ccccn4)s3)CC2=O)c1 (stereo not given),0,5,-4,0,4,-6,-4,5,4,6
CCC(C)NC(=O)c1[nH]c(C)c(C(=O)OC)c1C (stereo not given),2,-4,6,1,-2,4,-5,0,-5,0
Cc1oc2cc3oc(=O)c(CC(=O)N[C@@H](C)C(=O)NC(Cc4ccc(Cl)cc4)C(=O)O)c(C)c3cc2c1C (stereo not given in full),-5,2,4,-4,0,5,2,12,-2,-4
O=C1NC(=O)C2(COC(c3cccc([N+](=O)[O-])c3)OC2)S1 (stereo not given),-1,6,-10,-9,0,-7,-2,3,8,3
CCN(CC)C(=O)Cn1cc(S(=O)(=O)CC(=O)NCCc2ccccc2)c2ccccc21,-2,2,7,-1,-6,-1,-1,-8,6,-1
CC(C)Oc1ccc(S(=O)(=O)N2CCOCC2)cc1NC(=O)c1cc([N+](=O)[O-])ccc1N1CCOCC1,6,1,1,-3,-6,-2,4,3,3,4
COc1ccc(F)cc1-c1cc(C(=O)Nc2ccc(NC(C)=O)cc2)[nH]n1,11,1,-9,-10,.,-1,8,3,6,-1
Cc1cc(C)cc(OC2CCCCC2NS(=O)(=O)c2ccccc2)c1 (stereo not given),-10,0,-3,-5,-34,-4,-11,1,-3,2
O=C(Nc1nc2ccc(F)cc2s1)C1CCN(S(=O)(=O)c2cc([N+](=O)[O-])ccc2Cl)CC1,-7,2,-13,10,-27,-2,22,21,0,4
O=C(NCc1ccc(F)cc1)C(C(=O)NCc1ccc(F)cc1)c1ncc(C(F)(F)F)cc1Cl,1,1,-5,-9,-4,4,1,-2,0,-1
COC(=O)c1ccc(-c2nc(CN3CCN(Cc4cccc(C)c4)CC3)c(C)o2)cc1,-11,0,7,1,-2,6,-14,-8,-2,-1
C[C@H]1COC(=O)[C@H](CC(=O)OC(C)(C)C)C/C=C\C[C@H](CC(=O)N(CCO)Cc2ccccc2)C(=O)N1,5,2,4,4,12,3,4,-9,4,0
O=C(COC(=O)/C=C/c1ccccc1[N+](=O)[O-])NCC1CCCO1 (stereo not given),1,-2,2,0,-3,4,-5,-4,-1,0
COc1cc(OC)cc(C(=O)O/N=C(\N)c2ccncc2)c1,0,-5,5,2,0,-2,0,-2,4,-1
Cn1c(=O)c2c(nc(-n3ccnc3)n2C)n(C)c1=O,7,-2,10,5,11,-6,8,-2,2,1
COC(=O)C(CC(=O)Nc1cc(C)ccc1C)Nc1ccccc1OC (stereo not given),5,0,1,5,3,-2,-2,2,4,1

# Rewritten with values under each structure: 14 of the compounds above.
# The line under a structure holds: NPR2 activator, UHRF1 binding, mABHD4 FP, SIAE primary, HTRA1 inh, TCR-CD3 inh, NPR1 activator, rCAG binder, MBD2 DNA inh, PRMT1 FP inh
> Cc1oc2cc3oc(=O)c(CC(=O)N[C@@H](C)C(=O)NC(Cc4ccc(Cl)cc4)C(=O)O)c(C)c3cc2c1C (stereo not given in full)
  -5, 2, 4, -4, 0, 5, 2, 12, -2, -4
> O=C1NC(=O)C2(COC(c3cccc([N+](=O)[O-])c3)OC2)S1 (stereo not given)
  -1, 6, -10, -9, 0, -7, -2, 3, 8, 3
> CCN(CC)C(=O)Cn1cc(S(=O)(=O)CC(=O)NCCc2ccccc2)c2ccccc21
  -2, 2, 7, -1, -6, -1, -1, -8, 6, -1
> CC(C)Oc1ccc(S(=O)(=O)N2CCOCC2)cc1NC(=O)c1cc([N+](=O)[O-])ccc1N1CCOCC1
  6, 1, 1, -3, -6, -2, 4, 3, 3, 4
> COc1ccc(F)cc1-c1cc(C(=O)Nc2ccc(NC(C)=O)cc2)[nH]n1
  11, 1, -9, -10, ., -1, 8, 3, 6, -1
> Cc1cc(C)cc(OC2CCCCC2NS(=O)(=O)c2ccccc2)c1 (stereo not given)
  -10, 0, -3, -5, -34, -4, -11, 1, -3, 2
> O=C(Nc1nc2ccc(F)cc2s1)C1CCN(S(=O)(=O)c2cc([N+](=O)[O-])ccc2Cl)CC1
  -7, 2, -13, 10, -27, -2, 22, 21, 0, 4
> O=C(NCc1ccc(F)cc1)C(C(=O)NCc1ccc(F)cc1)c1ncc(C(F)(F)F)cc1Cl
  1, 1, -5, -9, -4, 4, 1, -2, 0, -1
> COC(=O)c1ccc(-c2nc(CN3CCN(Cc4cccc(C)c4)CC3)c(C)o2)cc1
  -11, 0, 7, 1, -2, 6, -14, -8, -2, -1
> C[C@H]1COC(=O)[C@H](CC(=O)OC(C)(C)C)C/C=C\C[C@H](CC(=O)N(CCO)Cc2ccccc2)C(=O)N1
  5, 2, 4, 4, 12, 3, 4, -9, 4, 0
> O=C(COC(=O)/C=C/c1ccccc1[N+](=O)[O-])NCC1CCCO1 (stereo not given)
  1, -2, 2, 0, -3, 4, -5, -4, -1, 0
> COc1cc(OC)cc(C(=O)O/N=C(\N)c2ccncc2)c1
  0, -5, 5, 2, 0, -2, 0, -2, 4, -1
> Cn1c(=O)c2c(nc(-n3ccnc3)n2C)n(C)c1=O
  7, -2, 10, 5, 11, -6, 8, -2, 2, 1
> COC(=O)C(CC(=O)Nc1cc(C)ccc1C)Nc1ccccc1OC (stereo not given)
  5, 0, 1, 5, 3, -2, -2, 2, 4, 1

# Next section
canonical_smiles,NPR2 activator,UHRF1 binding,mABHD4 FP,SIAE primary,HTRA1 inh,TCR-CD3 inh,NPR1 activator,rCAG binder,MBD2 DNA inh,PRMT1 FP inh
C=C(C)CNC(=S)N/N=C(\C)c1ccc(-n2ccnc2)cc1,-9,2,4,0,-10,-2,-9,-4,4,4
O=C(c1cccc(S(=O)(=O)NCc2ccccc2)c1)N1CCN(c2cccc(C(F)(F)F)c2)CC1,4,0,-19,-10,-27,-1,-2,-4,3,-9
C=CCSc1nc(N)c(NC(=O)c2ccco2)c(=O)[nH]1,-3,0,0,-2,-2,2,1,3,-3,2
COc1ccc(-c2cc3onc(-c4c(Cl)cccc4Cl)c3c(=O)n2C)cc1,4,0,3,-13,-6,2,2,8,8,3
COC(=O)[C@]12CCCCC=C1N(Cc1ccc3c(c1)OCO3)C(=O)[C@H](CC(=O)NCc1cccs1)C2,6,2,2,7,.,1,-1,1,5,-2

# The list is partial; rates above refer to the full screens.
